Compound activity as filed in PubChem BioAssay.
B2AR arrestin: qHTS assay of beta-arrestin-biased ligands of beta2-adrenergic receptor. AID 492947, 2010. Potency, µM (doses to about 46.1 µM), inactives show top-dose activation, actives largely listed as activators. Beta-2 adrenergic receptor (Homo sapiens), P07550. beta-arrestin recruitment to beta2AR, cell-based reporter. 0.02% of 330,000 active;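 also: potency is read from the fitted curve at half-maximal effect; 0% = DMSO controls and full agonism = EC100 isoproterenol or metaproterenol; nearly all actives have a fitted effect of over 65% in size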
ELG1 genotox: qHTS screen for small molecules that induce genotoxicity in human embryonic kidney (HEK293T) cells expressing luciferase-tagged ELG1. Potency, µM (doses to about 46 µM), without a hit: at the highest dose activity change, positive = activation, usual class: activators. 1.3% of 330,000 active. HEK293T ELG1-luciferase reporter, luminescence, 16 h; also: potency is read from the fitted curve at half-maximal effect; % of control where 0% means no effect; nearly all actives have a fitted effect of over 60% in size
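Quantitative HTS format in 1536-well plates. HEK293T ELG1-luciferase reporter cells receive test compound and are incubated 16 hr at 37 °C, 5% CO2; ONE-Glo added, 30 min room temperature, then luminescence read.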
uPA generation: qHTS for Inhibitors of Cell Surface uPA Generation; cell surface uPA generation assay, qHTS; Potency, µM (doses to about 38.3 µM), inactives show at the top dose activity change, negative = inhibition, usual class: inhibitors; 0.31% of 330,000 active; AID 540303, 2011; active = well fitted inhibition curve with a large enough effect; inconclusive = small, poorly fitted or top-dose-only effect; inactive = no such curve, though single readings can be large or run the other way; tested in mouse RAW 264.7 cells; also: potency is read from the fitted curve at half-maximal effect; % is scaled to controls: 0 for no effect and ±100 for the full control effect; nearly all actives have a fitted effect of over 55% in size
USP2a block: qHTS Assay for Inhibitors of Ubiquitin-specific Protease USP2a Using CHOP2 as the Reporter | USP2 core, Ub-CHOP2 coupled fluorogenic reporter, 485/531 | Potency, µM (series often up to 38.3 µM), inactives show at the top dose activity change, negative = inhibition, actives largely listed as inhibitors | 0.01% of 330,000 active | AID 463254, 2010;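 also: potency is read from the fitted curve at half-maximal effect; plate controls were DMSO wells for no effect and full inhibition by NEM control for full effect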
Target sequence (O75604 whole entry, looked up): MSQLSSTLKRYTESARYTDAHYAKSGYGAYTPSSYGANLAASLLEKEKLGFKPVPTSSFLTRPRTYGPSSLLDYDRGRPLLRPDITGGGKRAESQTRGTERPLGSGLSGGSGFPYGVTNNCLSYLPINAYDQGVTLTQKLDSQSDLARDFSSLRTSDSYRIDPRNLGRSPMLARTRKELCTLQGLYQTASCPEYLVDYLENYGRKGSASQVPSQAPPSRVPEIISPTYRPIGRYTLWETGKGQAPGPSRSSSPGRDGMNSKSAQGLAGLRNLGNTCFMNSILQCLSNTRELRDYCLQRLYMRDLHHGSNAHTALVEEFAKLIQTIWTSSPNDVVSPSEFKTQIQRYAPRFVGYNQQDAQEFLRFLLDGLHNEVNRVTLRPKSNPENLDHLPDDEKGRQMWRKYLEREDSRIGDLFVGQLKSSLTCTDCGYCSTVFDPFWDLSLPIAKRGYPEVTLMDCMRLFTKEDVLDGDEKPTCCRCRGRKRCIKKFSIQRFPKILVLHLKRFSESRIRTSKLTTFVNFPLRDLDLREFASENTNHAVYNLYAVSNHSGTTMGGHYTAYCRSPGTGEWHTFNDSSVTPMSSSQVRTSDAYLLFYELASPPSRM
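Cell-free coupled assay: 10nM USP2 core preincubated 30min RT with compound in Tris-HCl pH 8.0/CaCl2/CHAPS buffer, then 25nM Ub-CHOP2 and 25nM reporter substrate; fluorescence (Ex 485/Em 531) read after 60min RT, normalized to NEM inhibition, concentration-response curves fitted.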
BRCA1 expr act: qHTS Assay to Identify Small Molecule Activators of BRCA1 Expression. MCF7-BRCA1-FFLuc reporter, luminescence, 48 h; response scale: scaled: vehicle 0%, 10 µM genistein 100%. Potency, µM (doses to about 46.1 µM), for the others: at the top dose activation, actives largely listed as activators. 1.1% of 380,000 active. AID 624202, 2012; also: potency is read from the fitted curve at half-maximal effect; nearly all actives have a fitted effect of over 80% in size; some results filed as inactive show a strong effect at the top dose
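Luminescence from a BRCA1-driven firefly luciferase in MCF7 cells was the read-out, taken 15 min after substrate addition following 48 h compound exposure at 37 °C. Data were normalized to a 10 microM genistein control and DMSO vehicle.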
Eya2 inh: qHTS Assay for Inhibitors of the Phosphatase Activity of Eya2; Protein phosphatase EYA2 (Homo sapiens), O00167; recombinant Eya2, OMFP fluorescence dephosphorylation (OMFP is methylfluorescein phosphate); Potency, µM (titrated, usually from 76.9 µM), for the others: top-dose activity, negative = inhibition, most hits filed as inhibitors; 0.006% of 330,000 active; AID 488837, 2010; also: potency is read from the fitted curve at half-maximal effect; % is scaled to controls: 0 for no effect and ±100 for the full control effect
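Eya2 protein (added as 0.2 uM solution) was preincubated with compound for 10 min at ambient temperature in 50 mM HEPES pH 7.5, 50 mM NaCl, 5 uM MgCl2, 0.05% BSA, 1 mM DTT. OMFP (added at 50 uM) then reacted 10 min; fluorescence read at 485/525 nm.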
Integrin act MD: qHTS for Activators of Integrin-Mediated Alleviation for Muscular Dystrophy; alpha7betagal myoblasts, beta-gal FDG fluorescence, 48 h; Potency, µM (titrated, usually from 38.3 µM), for the others: at the highest dose activation, most hits filed as activators; 0.064% of 350,000 active; AID 624291, 2012;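 also: potency is read from the fitted curve at half-maximal effect; 100% = response of the positive control SU9516; nearly all actives have a fitted effect of over 60% in size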
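alpha7betagal+/- myoblasts (passage 13, 250/well) treated 48 h at 37C with compounds at 1:260 dilution of DMSO stock. Lysed, then beta-galactosidase activity read as FDG fluorescence (ex 480/em 540) after 30 min, with pre-read for autofluorescence.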
TRPV1 agonist: HTS Assay for Compounds that Act as Agonists of the Vanilloid Receptor 1. TRPV1-expressing cells, Fluo-8 calcium influx, agonist mode. 0.19% of 320,000 active. Transient receptor potential cation channel subfamily V member 1 (Homo sapiens), Q8NER1. activation, % at 8.33 µM; in the data active = activation above about 80%; inconclusive = between about 30% and that limit; also: 0% is about no effect
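Cells expressing TRPV1 were dye-loaded with Fluo-8 and read kinetically: 10 s baseline, 3 min after compound (agonist portion), then 2 min after EC20 capsaicin (allosteric enhancer portion). Calcium-bound dye fluorescence at 480/520 nm.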
TSG101-PTAP inh: qHTS Assay for Iinhibitors of HIV-1 Budding by Blocking the Interaction of PTAP/TSG101 | 340,000 tested, under 10 active | AID 493005, 2010 | Fluorescence polarization, FITC-PTAP peptide / Tsg101 binding | Potency, µM (highest dose often 115 µM), for the others: at the top dose activity change, negative = inhibition, most hits filed as inhibitors; active = well fitted inhibition curve with a large enough effect in the main read-out, with a control signal flat, not every such curve was filed as active; inconclusive = small, poorly fitted or top-dose-only effect, or effect the other way, or a change in a side signal; inactive = no such curve, though single readings can be large or run the other way; also: potency is read from the fitted curve at half-maximal effect; % of control where 0% means no effect
Target sequence (Q99816 whole entry, looked up): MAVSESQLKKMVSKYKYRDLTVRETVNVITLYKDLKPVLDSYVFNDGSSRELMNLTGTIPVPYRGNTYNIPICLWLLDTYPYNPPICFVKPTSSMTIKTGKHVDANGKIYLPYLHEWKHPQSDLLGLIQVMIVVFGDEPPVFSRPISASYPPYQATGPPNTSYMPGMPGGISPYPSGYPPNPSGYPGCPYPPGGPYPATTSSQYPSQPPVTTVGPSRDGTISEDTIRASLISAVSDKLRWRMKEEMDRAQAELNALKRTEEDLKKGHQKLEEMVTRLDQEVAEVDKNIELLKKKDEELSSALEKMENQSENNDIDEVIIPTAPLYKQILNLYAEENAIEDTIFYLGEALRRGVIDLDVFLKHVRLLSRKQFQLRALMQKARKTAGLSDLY
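Fluorescence anisotropy tracks displacement of a FITC-tagged PTAP peptide (50 nM) from the Tsg101 binding domain (10 uM), following a 20 min room-temperature incubation at pH 7.5.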
p53 reactivator: qHTS assay for re-activators of p53 using a Luc reporter; H1299 p53-A138V BP100-luciferase reporter, luminescence, 24 h; Potency, µM (top dose mostly 92.2 µM), without a hit: at the highest dose activity change, positive = activation, usual class: activators; AID 504706, 2011; 0.063% of 320,000 active; also: potency is read from the fitted curve at half-maximal effect; % of control where 0% means no effect; nearly all actives have a fitted effect of over 45% in size
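H1299 (p53-null), stable ts p53-A138V + BP100-Luc; 1000 cells/well, Opti-MEM/10% FBS; cpd 4 pt, 1:5; 24 h, 37 deg C, 5% CO2; detection reagent 10 min RT; luminescence.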
ASM inhibitor: Inhibitors of Secretory Acid Sphingomyelinase (S-ASM): qHTS. Sphingomyelin phosphodiesterase (Homo sapiens), P17405. placental ASM, HMU-PC fluorogenic substrate, 60 min. Potency, µM (titrated, usually from 57.5 µM), for inactives: at the top dose activity change, negative = inhibition, hits mostly inhibitors. 0.006% of 340,000 active. AID 504937, 2011; also: potency is read from the fitted curve at half-maximal effect
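HMU-PC0 cleavage (9 uM final) by human placental ASM, 60 min at 37 °C following 10 min compound exposure at RT; stopped at pH 10, fluorescence Ex 386/Em 447 nm.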
Starred values were filed as active, the others as inactive; [ ] = remark or other dose. Unless noted, calls follow the shape of the dose curve; as a rule, active = well fitted curve in the direction sought with a large enough effect; inconclusive = small, poorly fitted or top-dose-only effect, or another doubt; inactive = no such curve, though single readings can be large; an effect the other way counts as inactive or inconclusive. An unsorted share of the library. Share with any hit: about 2.6%.

For CCC(C(=O)O)n1nc(-c2ccccc2)c2cc(Cl)ccc21 (stereo not drawn) the results were B2AR arrestin -0.3%, ELG1 genotox 1%, uPA generation -1%, USP2a block 1%, BRCA1 expr act -2%, Eya2 inh -1%, Integrin act MD -35%, TRPV1 agonist 0, TSG101-PTAP inh -5%, p53 reactivator -4% and ASM inhibitor 8%.
Screening CCOC(=O)c1ccc(N2C(=O)CC(Nc3ccc(CCO)cc3)C2=O)cc1 (stereo not drawn) returned B2AR arrestin -0.5%, ELG1 genotox -1%, uPA generation 0%, USP2a block 5%, BRCA1 expr act -3%, Eya2 inh -3%, Integrin act MD 9%, TRPV1 agonist -8, TSG101-PTAP inh -4%, p53 reactivator 12% and ASM inhibitor 1%.
Screening CCN(CC)S(=O)(=O)c1ccc(C2=NOC3(C2)N(C)c2ccccc2C3(C)C)cc1 (stereo not drawn) returned B2AR arrestin -1.2%, ELG1 genotox -4%, uPA generation -1%, USP2a block 0%, BRCA1 expr act -31%, Eya2 inh -8%, Integrin act MD -5%, TRPV1 agonist -2, TSG101-PTAP inh 0%, p53 reactivator -4% and ASM inhibitor 1%.
For CCOC(=O)N1CCN(C(=O)CSc2nc3c(cnn3-c3ccc(C)cc3)c(=O)[nH]2)CC1 the results were B2AR arrestin 0.4%, ELG1 genotox -5%, uPA generation -17%, USP2a block 2%, BRCA1 expr act 2%, Eya2 inh -2%, Integrin act MD -22%, TRPV1 agonist -3, TSG101-PTAP inh 3%, p53 reactivator 1% and ASM inhibitor 0%.
`CCC(C)c1ccccc1N1CC(C(=O)N2CCN(C(=O)c3ccco3)CC2)CC1=O` (stereo not drawn) gave B2AR arrestin 0.1%, ELG1 genotox -4%, uPA generation inconclusive, USP2a block 2%, BRCA1 expr act -22%, Eya2 inh -2%, Integrin act MD -16%, TRPV1 agonist -1, TSG101-PTAP inh -6%, p53 reactivator -20% and ASM inhibitor 0%.
Screening COc1ccccc1CNS(=O)(=O)CCNCCc1ccccc1 returned uPA generation -1%, BRCA1 expr act 0%, Integrin act MD 28%, TSG101-PTAP inh -4% and ASM inhibitor -3%.
Cc1cc(=O)[nH]c(SCC(=O)N2CCC(C(N)=O)CC2)n1 was read as B2AR arrestin -0.8%, ELG1 genotox 7%, uPA generation 0%, USP2a block 2%, BRCA1 expr act 0%, Eya2 inh 6%, Integrin act MD 1%, TRPV1 agonist -1, TSG101-PTAP inh -7%, p53 reactivator 10% and ASM inhibitor 1%.
CC(OC(=O)Cn1nnc2ccccc21)C(=O)NC1CCCC1 (stereo not drawn) was read as B2AR arrestin -0.1%, ELG1 genotox 2%, uPA generation 3%, USP2a block 1%, BRCA1 expr act -1%, Eya2 inh 15%, Integrin act MD -3%, TRPV1 agonist 0, TSG101-PTAP inh 0%, p53 reactivator 0% and ASM inhibitor 0%.
For CN(C)S(=O)(=O)c1ccc(S(=O)(=O)N2CCCC(C(=O)NC3CCCC3)C2)cc1 (stereo not drawn) the results were B2AR arrestin 0.2%, ELG1 genotox -14%, uPA generation -2%, USP2a block 2%, BRCA1 expr act -21%, Eya2 inh 1%, Integrin act MD -19%, TRPV1 agonist 0, TSG101-PTAP inh -4%, p53 reactivator 28% and ASM inhibitor -2%.
For COc1ccc2[nH]c(=O)c(CN(C(=O)C(C)C)c3ccccc3OC)cc2c1 the results were B2AR arrestin 5.0%, ELG1 genotox 0%, uPA generation 0%, USP2a block 0%, BRCA1 expr act -25%, Eya2 inh -4%, Integrin act MD -10%, TRPV1 agonist -2, TSG101-PTAP inh 0% and ASM inhibitor 21%.

The final 2 entries of the part before lead into the next:
For CN(C)S(=O)(=O)c1ccc(S(=O)(=O)N2CCCC(C(=O)NC3CCCC3)C2)cc1 (stereo not drawn) the results were B2AR arrestin 0.2%, ELG1 genotox -14%, uPA generation -2%, USP2a block 2%, BRCA1 expr act -21%, Eya2 inh 1%, Integrin act MD -19%, TRPV1 agonist 0, TSG101-PTAP inh -4%, p53 reactivator 28% and ASM inhibitor -2%.
For COc1ccc2[nH]c(=O)c(CN(C(=O)C(C)C)c3ccccc3OC)cc2c1 the results were B2AR arrestin 5.0%, ELG1 genotox 0%, uPA generation 0%, USP2a block 0%, BRCA1 expr act -25%, Eya2 inh -4%, Integrin act MD -10%, TRPV1 agonist -2, TSG101-PTAP inh 0% and ASM inhibitor 21%.
Screening CCN(CC)CCCN=Cc1c(O)n(-c2ccc(C)cc2)c(=O)c2ccccc12 returned B2AR arrestin -0.4%, ELG1 genotox 2%, uPA generation -1%, USP2a block 1%, BRCA1 expr act 0%, Eya2 inh -6%, Integrin act MD -28%, TRPV1 agonist 1, TSG101-PTAP inh -3%, p53 reactivator -1% and ASM inhibitor 14%.
Screening CCOc1cc(C(=O)OC(C)C(=O)Nc2ccccc2OC)ccc1OCC(=O)N1CCOCC1 (stereo not drawn) returned uPA generation -9%, BRCA1 expr act -7%, Integrin act MD -49%[inhibitor], TSG101-PTAP inh -2% and ASM inhibitor -1%.
Screening COc1cccc(-n2c(Cc3cc(=O)[nH]c(=O)[nH]3)nnc2SCC(=O)Nc2ccccc2)c1 returned B2AR arrestin -0.7%, ELG1 genotox 0%, uPA generation -1%, USP2a block -1%, BRCA1 expr act 2%, Eya2 inh -11%, Integrin act MD -36%, TSG101-PTAP inh -1%, p53 reactivator 5% and ASM inhibitor 6%.
For O=c1nc(SCc2c(F)cccc2Cl)nc(-c2ccccc2)[nH]1 the results were B2AR arrestin -0.7%, ELG1 genotox 2%, uPA generation -6%, USP2a block -1%, BRCA1 expr act -2%, Eya2 inh -3%, Integrin act MD inconclusive, TRPV1 agonist -1, TSG101-PTAP inh -1%, p53 reactivator 0% and ASM inhibitor -1%.
Screening CC(C(=O)N1CCN(c2ccccc2)CC1)c1ccc([N+](=O)[O-])cc1 (stereo not drawn) returned B2AR arrestin 0.6%, ELG1 genotox -2%, uPA generation -9%, USP2a block -1%, BRCA1 expr act 0%, Eya2 inh 0%, Integrin act MD 16%, TRPV1 agonist inconclusive, TSG101-PTAP inh -6%, p53 reactivator -7% and ASM inhibitor -4%.
O=C(CSc1nccn1-c1ccccc1)NCc1ccc2c(c1)OCO2 was read as B2AR arrestin -0.4%, ELG1 genotox 0%, uPA generation -10%, USP2a block -2%, BRCA1 expr act 4%, Eya2 inh 11%, Integrin act MD -16%, TRPV1 agonist inconclusive, TSG101-PTAP inh -2%, p53 reactivator -4% and ASM inhibitor 5%.
Screening O=C1NC2=C(C(=O)CCC2)C(c2ccc(OC(F)F)cc2)N1 (stereo not drawn) returned B2AR arrestin 0.0%, ELG1 genotox 1%, uPA generation -5%, USP2a block -1%, BRCA1 expr act 14%, Eya2 inh -13%, Integrin act MD 10%, TRPV1 agonist -2, TSG101-PTAP inh 0%, p53 reactivator -4% and ASM inhibitor 15%.
Screening Cn1c(=O)c2sccc2n2c(CCCC(=O)Nc3ccc(F)cc3F)nnc12 returned B2AR arrestin -0.2%, ELG1 genotox -1%, uPA generation -4%, USP2a block -1%, BRCA1 expr act -11%, Eya2 inh 2%, Integrin act MD 6%, TRPV1 agonist 1, TSG101-PTAP inh -1%, p53 reactivator 7% and ASM inhibitor 18%.
For CC(NC(=O)c1ccccc1F)c1nnc(SCC(=O)NC2CCCCC2)n1C (stereo not drawn) the results were B2AR arrestin -0.6%, ELG1 genotox -3%, uPA generation 5%, USP2a block -1%, BRCA1 expr act -3%, Eya2 inh 1%, Integrin act MD -12%, TRPV1 agonist -2, TSG101-PTAP inh -2%, p53 reactivator -4% and ASM inhibitor -1%.
